From PubChem BioAssay
Abeta rescue: qHTS for compounds that reverse cellular toxicity of Amyloid beta (A-beta) peptide in yeast: Primary Screen | yeast expressing A-beta42, growth rescue, OD600, 48 h; response scale: 0% DMSO, 100% iron-clioquinol control | Potency, µM (top dose mostly 46.1 µM), inactives show top-dose growth rescue, most hits filed as activators | 410,000 compounds, 0.063% hits | AID 1347071, 2019; further: potency means the concentration at half of the fitted maximal effect; nearly all actives have a fitted effect of over 55% in size
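Yeast A-beta toxicity model in growth medium with pinned compounds, 48 h at 30 C; growth read as absorbance at 600 nm. Normalized to FeCl3/clioquinol equimolar mix (positive) and DMSO (negative).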
HepG2 tox: qHTS for Inhibitors of TGF-b: Cytotox Counterscreen. HepG2 CAGA-GFP viability, ATP luminescence, 18 h. Potency, µM (doses to about 46.1 µM), inactives show top-dose activity change, negative = cytotoxicity, most hits filed as cytotoxic. 410,000 compounds, 0.76% hits. AID 588856, 2011; further: potency means the concentration at half of the fitted maximal effect; some results filed as inactive show a strong effect at the top dose
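CellTiter-Glo luminescence gave cytotoxicity after 18 hours at 37 degrees C. The cells were HepG2 CAGA-GFP in 1% FBS DMEM, stimulated with 500 pg/mL TGF-beta after compound addition. %Activity was normalised to no-cell wells (complete cell-killing) and DMSO (no toxicity), and curves were fitted and classified.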
Nrf2 block: Nrf2 qHTS screen for inhibitors; A549 ARE-Fluc reporter, luciferase luminescence, 18-24 h; Potency, µM (top dose mostly 46 µM), without a hit: top-dose activity change, negative = inhibition, hits mostly inhibitors; 360,000 compounds, 2.1% hits; further: potency means the concentration at half of the fitted maximal effect; on the % scale 0 is the no-effect control and ±100 the full control effect; nearly all actives have a fitted effect of over 60% in size
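Reporter: ARE-Fluc in A549. Exposure: 18-24 h, 37 °C, 5% CO2, 5% FBS OPTI-MEM. Readouts: fluorescent cytotoxicity (CellTiter-Fluor), then luminescent Nrf2 signal after BugLite.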
CCT modulator: High-Throughput Screening for Modulators of Cytosolic Chaperonin Activity. purified chaperonin ATPase assay, HTRF ADP detection, 30 min. activity change, % (test concentration not listed), hits read low. 360,000 compounds, 0.3% hits; in the data active means activity change below about -30%; further: on the % scale 0 is the no-effect control and ±100 the full control effect
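We incubate TRiC, 40 or 20 nM final, with library compounds at 76 uM and 10 uM ATP for 30 min at 37 °C. ADP formed is detected with Transcreener HTRF reagents after 30 min at room temperature.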
A549 tox: Nrf2 qHTS screen for inhibitors: counterscreen for cytotoxicity; AID 504648, 2011; Potency, µM (top dose mostly 46 µM), for the others: at the highest dose activity change, negative = cytotoxicity, most hits filed as inhibitors; A549 ARE-Fluc cells, CellTiter-Fluor viability, 18-24 h; 390,000 compounds, 0.16% hits; further: potency means the concentration at half of the fitted maximal effect; on the % scale 0 is the no-effect control and ±100 the full control effect
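Cytotoxicity counterscreen: CellTiter-Fluor fluorescence was measured in A549 ARE_Fluc cells after 18-24 h of compound exposure in a concentration series. The subsequent BugLite luminescent read reports ARE-luciferase activity.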
Nrf2 activator: qHTS of Nrf2 Activators | AID 624171, 2012 | 410,000 compounds, 0.31% hits | Potency, µM (titrated, usually from 46.1 µM), for inactives: at the highest dose activation, hits mostly activators | AREc32 ARE-luciferase reporter (MCF7-derived line), luminescence, 24 h; further: potency means the concentration at half of the fitted maximal effect; % of control where 0% means no effect; nearly all actives have a fitted effect of over 65% in size
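For detection, Steady-Glo was added and plates sat 30 min at RT; before that, AREc32_Fluc cells grown overnight in OPTI-MEM/5% FBS had been treated with 23 nL compound for 24 hr at 37 deg C.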
MmCpn inh: Inhibitors of TCP-1 ring complex (TRiC) of Methanococcus maripaludis (MmCpn): qHTS; AID 504842, 2011; Chaperonin Mm-Cpn (Methanococcus maripaludis); 330,000 compounds, 0.031% hits; Potency, µM (top dose mostly 76.9 µM), inactives show at the highest dose activity, negative = inhibition, actives largely listed as inhibitors; purified Mm-Cpn ATPase, ADP Transcreener TR-FRET; further: potency means the concentration at half of the fitted maximal effect; on the % scale 0 is the no-effect control and ±100 the full control effect; nearly all actives have a fitted effect of over 80% in size
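ATP (10 uM final) was added to archaeal chaperonin (25 nM final) after 10 min exposure to test compound at 37°C; after 30 min further incubation, ADP was detected by competitive TR-FRET.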
TGFb SMAD3 inh: qHTS for Inhibitors of TGF-b | 410,000 compounds, 1.2% hits | HepG2 CAGA-GFP TGF-b/SMAD3 reporter, GFP fluorescence, 18 h; TGF-beta stimulated, 500 pg/mL final | Potency, µM (titrated, usually from 46.1 µM), inactives show at the highest dose activity, negative = inhibition, actives largely listed as inhibitors; further: potency means the concentration at half of the fitted maximal effect; on the % scale 0 is the no-effect control and ±100 the full control effect; nearly all actives have a fitted effect of over 65% in size
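Using HEPG2 CAGA-GFP reporter cells at 1000 cells/well, we pinned test compounds, stimulated with recombinant TGF-beta (500 pg/mL final) and measured total well GFP after 18 h.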
Akt phos inh: HTS Assay for Inhibitors of Akt Phophorylation: Primary Screen; activity change, % for hits at 50 µM; AID 651550, 2012; 360,000 compounds, 0.32% hits; Neuro2A IGF-stimulated pAkt S473 HTRF, 20 min; hits give low values; in the data active means activity change below about -80%; inconclusive means mostly about -51% to -80%; further: on the % scale 0 is the no-effect control and ±100 the full control effect
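Single-point screen (50 µM final compound) in Neuro2A cells stimulated 20 min with 6 nM IGF at 37 deg C. After lysis, Ser473-phosphorylated Akt read by HTRF (ex 330 nm, em 615/665 nm) as the 665/615 ratio.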
An asterisk follows results filed as active; i = inactive; ? = inconclusive; . = no result given; & = joins results of further samples; [ ] = dose if it differs, or a comment. Unless noted, the call rests on the fitted dose curve; in most records, active means well fitted curve in the direction sought with a large enough effect; inconclusive means small, poorly fitted or top-dose-only effect, or another doubt; inactive means no such curve, though single readings can be large; an effect the other way counts as inactive or inconclusive. No enrichment for hits, and some 4.3% of all compounds hit somewhere here.

nr	SMILES	Abeta rescue	HepG2 tox	Nrf2 block	CCT modulator	A549 tox	Nrf2 activator	MmCpn inh	TGFb SMAD3 inh	Akt phos inh
1	CC1=C(C(=O)N(C)C)CC(CC(=O)NC2CCCCC2)C(=O)N1CCC1=CCCCC1 (stereo not given)	-2%	-10%	.	0.7	.	5.0%	.	1%	i
2	COc1ccc(NC(=O)CC2C(=O)N(c3cccc(OC)c3)C(=O)N2Cc2cccnc2)cc1 (stereo not given)	1%	-6%	3%	.	-2%	0.4%	.	-7%	.
3	Cc1ccc(O)c(/C=N/NC(=O)COc2ccc3c(C)cc(=O)oc3c2)c1	-19%	-28%	?	2.1	-18%	0.2%	1%	-13%	i
4	COc1ccc(N2CCN(C(=O)CCn3c(=O)c4cccn4c4cccnc43)CC2)cc1	-27%	-9%	?	.	6%	2.1%	.	-3%	.
5	Cc1cccc(NC(=O)CO/N=C/c2ccc3c(c2)OCO3)c1	-22%	-4%	-16%	-0.3	18%	0.4%[9.22 µM]	-3%	4%	i
6	Cc1cccc2cc(CN(Cc3cccnc3)C(=O)c3ccccc3F)c(Cl)nc12	15%	-22%	?	-3.6	?	0.3%	1%	-3%	i
7	CCn1c(SCC(=O)Nc2ccc(NC(=O)c3cccs3)cc2)nnc1-c1cccnc1	1%	16%	.	1.3	-2%	2.6%	0%	11%	i
8	O=C(NCCc1ccc(F)cc1)C(=O)NCC(c1cccs1)S(=O)(=O)c1ccc(Cl)cc1 (stereo not given)	5%	-18%	.	.	-12%	-1.3%	.	-11%	.
9	CC(C)(C)N(Cc1ccc2c(c1)OCO2)C(=O)/C=C\S(=O)c1ccccc1 (stereo not given)	-4%	18µM*	?	-2.3	0%	-3.6%	.	11µM*	i
10	CCCOc1ccc(C2NC(=O)NC2=O)cc1 (stereo not given)	-5%	-2%	?	1.4	-10%	0.4%	1%	0%	i

Remaining list, next part:
nr	SMILES	Abeta rescue	HepG2 tox	Nrf2 block	CCT modulator	A549 tox	Nrf2 activator	MmCpn inh	TGFb SMAD3 inh	Akt phos inh
11	CCN(CC)C(=O)C(Sc1nnnn1-c1ccc(O)cc1)c1ccccc1 (stereo not given)	-5%	10%	2%	0.3	1%	1.7%	0%	0%	i
12	COc1ccc(CCNC(=O)CCOc2cc(C)ccc2C)cc1OC	5%	-14%	-20%	-3.8	0%	0.1%	1%	-13%	i
13	COc1ccc(NC(=O)COc2ccc(/C=N/n3c(C)nnc3C)cc2OC)cc1	-24%	-14%	12%	-0.2	-2%	9.7%	1%	11%	.
14	CSc1ccccc1C(=O)Nc1ccc(S(=O)(=O)NC2=NCCCCC2)cc1	-13%	-7%	-33%	0.9	7%	-0.3%	-2%	-1%	i
15	COC(=O)[C@H]1C[C@@]2(O)CN(S(=O)(=O)c3ccc(C)cc3)C[C@@]2(OC(=O)NCc2ccc(OC)c(OC)c2)C[C@H]1C(=O)OC	2%	-5%	.	-0.2	.	-0.4%	.	12%	i
16	O=c1cnnc(N/N=C/c2ccc3c(c2)OCO3)[nH]1	-2%	-17%	-4%	-3.3	1%	0.3%	1%	7%	i
17	CCOC(=O)c1ccc(NC2SC(=O)N(Cc3cccc(C(=O)O)c3)C2=O)cc1 (stereo not given)	2%	-3%	11%	.	4%	4.0%	.	?	.
18	O=S(=O)(Nc1ccc(OC(F)F)cc1)c1ccc(-c2ccon2)s1	-6%	-19%	-13%	-1.4	3%	4.3%	0%	0%	i
19	COC(=O)c1ccc(Cn2nnc3c(=O)[nH]c(C4CCCN(S(=O)(=O)c5ccccc5)C4)nc32)cc1 (stereo not given)	2%&-15%	1%&0%	0%&20%	-4.9	-1%&12%	-0.5%&-1.0%	1%	8%&6%	i
20	COc1ccc(S(=O)(=O)NC2CC(=O)N(c3ccc(C)c(C)c3)C2)cc1 (stereo not given)	8%	8%	15%	-0.2	-3%	-0.6%	0%	3%	i

More compounds follow:
nr	SMILES	Abeta rescue	HepG2 tox	Nrf2 block	CCT modulator	A549 tox	Nrf2 activator	MmCpn inh	TGFb SMAD3 inh	Akt phos inh
21	O=C(O)c1ccccc1C1c2ccccc2Oc2ccccc21	-18%	2%	-2%	-3.0	-4%	-0.8%	.	-15%	i
22	Cc1cccc(NC(=O)c2ccc(OCC3CCCO3)cc2)c1C (stereo not given)	2%	1%	?	-1.9	-6%	1.6%	1%	11%	i
23	CN(Cc1ccccc1NS(=O)(=O)c1ccc(Cl)cc1)C1CCCCC1	-7%	-9%	-1%	-10	1%	0.1%	1%	4%	i
24	C/C(N)=C(/C#N)C(=O)COC(=O)c1ccc(NC(N)=O)cc1	9%	-4%	1%	-3.4	4%	0.0%	1%	-2%	i
25	N#Cc1ccc(S(=O)(=O)N2CCCCC2c2cc(C(=O)N3CCOCC3)no2)cc1 (stereo not given)	-12%	-26%	.	-2.6	.	0.3%	.	-1%	i
26	O=C(NC1CCCCC1)C(c1ccc(Cl)cc1)N1CCC2(CC1)OCCO2 (stereo not given)	3%	-33%	?	0.7	0%	0.0%	1%	0%	i
27	O=C(CCCC(=O)N(CC(=O)NC1CCCCC1)Cc1ccco1)Nc1ccccn1	18%	9%	17%	-0.5	1%	5.0%	-1%	0%	.
28	Cc1ccc2nc(/N=C(\N)NC(=O)NC3CCCCC3)nc(C)c2c1	-11%	-17%	8.2µM*	0.4	23µM*	5.1%	0%	10µM*	i
29	O=C(CSc1nnnn1Cc1ccccc1)Nc1ccc2c(c1)OCCO2	3%	-14%	12%	-1.9	-5%	0.5%	2%	3%	i
30	CC(=O)/C(=N\Nc1ccc(Cl)cc1)Sc1nnc(-c2ccccc2)n1-c1ccccc1	1%	-16%	-17%	-0.6	-20%	-0.6%	-3%	0%	i

One compound at a time (already shown):
`Cc1cccc(NC(=O)c2ccc(OCC3CCCO3)cc2)c1C` (stereo not given) as listed: Abeta rescue = 2%; HepG2 tox = 1%; Nrf2 block = ?; CCT modulator = -1.9; A549 tox = -6%; Nrf2 activator = 1.6%; MmCpn inh = 1%; TGFb SMAD3 inh = 11%; Akt phos inh = i
`O=C(NC1CCCCC1)C(c1ccc(Cl)cc1)N1CCC2(CC1)OCCO2` (stereo not given) as listed: Abeta rescue = 3%; HepG2 tox = -33%; Nrf2 block = ?; CCT modulator = 0.7; A549 tox = 0%; Nrf2 activator = 0.0%; MmCpn inh = 1%; TGFb SMAD3 inh = 0%; Akt phos inh = i
`N#Cc1ccc(S(=O)(=O)N2CCCCC2c2cc(C(=O)N3CCOCC3)no2)cc1` (stereo not given) as listed: Abeta rescue = -12%; HepG2 tox = -26%; Nrf2 block = .; CCT modulator = -2.6; A549 tox = .; Nrf2 activator = 0.3%; MmCpn inh = .; TGFb SMAD3 inh = -1%; Akt phos inh = i

The list continues.
nr	SMILES	Abeta rescue	HepG2 tox	Nrf2 block	CCT modulator	A549 tox	Nrf2 activator	MmCpn inh	TGFb SMAD3 inh	Akt phos inh
31	NS(=O)(=O)c1ccc(N/N=C/c2ccccn2)c([N+](=O)[O-])c1	-2%	-19%	?	-1.8	-14%	6.0%	1%	0%	i
32	CCOC(=O)C1=C(CC)OC(N)=C(C#N)C1c1cc(OC)ccc1OC (stereo not given)	-3%	-4%	3%	-0.3	-4%	6.1%	-1%	-2%	i
33	CCOc1ccc(NC(=O)CN(C)C(=O)c2ccccc2OCc2cccc(C)c2)cc1OCC	1%	-1%	10%	-4.4	-13%	2.7%	1%	?	i
34	CCC(=O)Nc1ccc(N2CCC(C)CC2)cc1	-4%	-3%	7%	1.1	-8%	0.3%	0%	1%	i
35	COc1cccc(/C=N/NC(=O)c2ccc(OCc3cccc(Br)c3)cc2)c1	6%	-38%	?	0.5	-6%	-0.4%	1%	6%	i
36	Cc1ccc(Cn2c(=S)[nH]c3ccc(N4CCOCC4)cc3c2=O)o1	24%	-104%	-22%	2.3	.	?	-9%	0%	i
37	Cc1nc(C(=O)Nc2ccc(Cl)cc2Cl)nn1-c1cc(OC(C)C)c(Cl)cc1Cl	-10%	-22%	-20%	0.6	-3%	-0.8%	2%	3%	i
38	CCOC(=O)C1(Cc2ccccc2)CCN(CC2CC=CCC2)CC1 (stereo not given)	-11%	-1%	1%	-1.0	-6%	0.0%	1%	-18%	i
39	O=C1c2cc(Cl)ccc2OC2(CCNCC2)C12CC(c1ccccc1)=NO2 (stereo not given)	19%	-60%	8%	-1.3	-1%	-0.4%	-1%	?	i
40	NC(=O)C1(N2CCCCC2)CCN(c2nc(-c3ccccc3)cs2)CC1	2%	-28%	.	-0.1	-18%	-0.3%	-1%	7%	i
41	COc1ccc(OCc2nnc(SCC(=O)N3c4ccccc4Sc4ccc(Cl)cc43)o2)cc1	-6%	-12%	?	0.1	-8%	-0.4%	-1%	-9%	i
42	Nc1nc2c(ncn2[C@@H]2O[C@H](CNC(=O)[C@H](N)Cc3cncn3COCc3ccccc3)[C@@H](O)[C@H]2O)c(=O)[nH]1	-1%	2%	.	0.0	.	-0.3%	.	?	i
